# From PubChem BioAssay
# Rac1 act GTP bind = alters GTP binding to activated mutant human Rac1. P63000. GST-Rac1 activated beads, fluorescent GTP binding, flow cytometry; actives lie on both sides; 100% means binding = to untreated wells. AID 764. 190,000 compounds, 0.11% hits. percent activity (GTP binding), % at 10 µM;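 active = GTP binding at least 20 percentage points away from the 100% baseline, in either direction, so actives lie on both sides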
# Mcl1-Noxa inh = disrupts binding of human Mcl-1 to Noxa peptide | TR-FRET Mcl-1/Noxa peptide binding, 2 h | inhibition, % at 21.7 µM | 220,000 compounds, 1.5% hits | AID 1022;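 active = compounds that cut the protein-peptide binding signal by more than 50% relative to plate controls in a single-dose test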;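 also: His-tagged Mcl-1 with rhodamine Noxa BH3 peptide and terbium anti-His antibody; 0% = Mcl-1 plus Noxa peptide wells and 100% = peptide-only wells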
# Target sequence (Q07820 whole entry, looked up): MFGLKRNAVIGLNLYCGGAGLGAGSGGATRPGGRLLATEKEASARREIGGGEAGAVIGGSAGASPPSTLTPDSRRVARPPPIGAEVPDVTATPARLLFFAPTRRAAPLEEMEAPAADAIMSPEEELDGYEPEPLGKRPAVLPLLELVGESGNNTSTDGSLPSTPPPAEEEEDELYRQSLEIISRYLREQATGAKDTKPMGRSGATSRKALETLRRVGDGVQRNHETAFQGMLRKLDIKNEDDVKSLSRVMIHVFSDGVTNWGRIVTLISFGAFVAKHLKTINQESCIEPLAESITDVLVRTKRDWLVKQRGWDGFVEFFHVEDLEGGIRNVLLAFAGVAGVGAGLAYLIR
# Pf gamet viab = inhibitors of late stage P. falciparum gametocyte viability; P. falciparum stage V gametocytes, ATP luminescence, 24 h; inhibition, % at 10.9 µM; 150,000 compounds, 0.065% hits;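 active = inhibition above the mean plus 3 SD of compounds within the control limits, set per campaign, cut at about 38% in these data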;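 also: 0% = DMSO wells and 100% = medium only without gametocytes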
# HRas wt GTP = modulators of GTP binding to human HRas wildtype; P01112; GST-Ras wt beads, Bodipy-FL-GTP binding, flow cytometry; actives lie on both sides; GTP binding activity, % at 10 µM; 190,000 compounds, 0.14% hits;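 active = GTP binding activity at least 20% away from the 100% baseline, either lowered as inhibitor or raised as activator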;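 also: 0% = unlabeled GTP competition control and 100% = no-compound control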
# Target sequence (P01112 whole entry, looked up): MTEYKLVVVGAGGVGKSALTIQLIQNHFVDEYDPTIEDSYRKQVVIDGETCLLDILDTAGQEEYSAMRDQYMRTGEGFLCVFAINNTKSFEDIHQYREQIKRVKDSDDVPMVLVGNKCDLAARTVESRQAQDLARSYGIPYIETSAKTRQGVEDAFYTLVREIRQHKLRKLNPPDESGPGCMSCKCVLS
# Mcl1-Bid inh = Mcl-1/Bid interaction inhibition | Q07820 | TR-FRET Mcl-1/Bid-Dy647 peptide binding, 1536-well | inhibition, % at 21.7 µM | 220,000 compounds, 0.97% hits;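 active = compounds that cut the binding signal by more than half at the single screening dose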;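 also: His-tagged Mcl-1 with europium anti-His antibody binding Bid BH3 peptide; 0% = Mcl-1 plus peptide wells and 100% = peptide-only wells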
# Cdc42 wt = modulators (inhibitors or activators) of GTP binding to human Cdc42 wildtype | P60953 | GST-Cdc42 beads, Bodipy-GTP binding, flow cytometry; actives lie on both sides | percent activity (GTP binding), % at 10 µM | 190,000 compounds, 0.2% hits;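 active = percent activity GTP binding at least 20 points away from the 100% baseline, either down as inhibitor or up as activator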;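 also: median bead fluorescence of bound Bodipy-FL-GTP at 100 nM; 0% = excess unlabeled GTP control and 100% = no compound control; below 100% means less GTP binding so inhibitor and above means activator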
# Target sequence (P60953 whole entry, looked up): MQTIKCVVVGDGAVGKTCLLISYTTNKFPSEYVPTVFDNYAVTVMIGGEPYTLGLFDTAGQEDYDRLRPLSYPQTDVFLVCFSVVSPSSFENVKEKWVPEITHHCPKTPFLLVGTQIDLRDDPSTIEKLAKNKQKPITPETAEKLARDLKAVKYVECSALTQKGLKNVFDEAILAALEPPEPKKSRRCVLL
# Mcl-1 Bim block = inhibitors of Bim-Mcl-1 interaction, human | Q07820 | Bead-based flow cytometry, Bim peptide-Mcl-1 binding | inhibition, % at 10 µM | 190,000 compounds, 0.1% hits | AID 1009; in the data active = inhibition above about 40%;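 also: 0% = no compound tracer wells and 100% = peptide blocker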
# Rac1 wt modul = alters GTP binding to wildtype human Rac1; P63000; GST-Rac1 beads, fluorescent GTP binding, flow cytometry; actives lie on both sides; 0 = cold GTP competed, 100 = untreated; GTP binding activity (% of control), % at 10 µM; 190,000 compounds, 0.27% hits;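 active = GTP binding activity at least 20 points away from the 100% control level, either lower or higher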
# Rab7 wt modul = modulators of GTP binding to dog Rab7 wildtype GTPase | GST-Rab7 beads, fluorescent GTP binding, flow cytometry; actives lie on both sides; untreated = 100%, excess cold GTP = 0% | GTP binding activity (percent of control), % at 10 µM | 190,000 compounds, 0.055% hits | AID 758;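 active = fluorescent GTP binding to Rab7 beads changed by at least 20 points from the 100% baseline, either direction, mostly lower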;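 also: median green fluorescence of bound Bodipy-FL-GTP per Rab7 bead population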
# Rab2A wt mod = changes GTP binding to wildtype dog Rab2A, up or down | P61105 | GST-Rab2 wt beads, Bodipy-GTP binding, flow cytometry | GTP binding activity, % at 10 µM | 190,000 compounds, 0.19% hits;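 active = GTP binding activity at least 20 points away from 100%, either lowered or raised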;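 also: 0% = beads with excess unlabeled GTP and 100% = no-compound control corrected for plate trend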
# Avidin fluor = avidin bead compound fluorescence profile | Avidin beads, compound fluorescence 488/530 nm, flow cytometry; hits give high values | fluorescence (KMESF) at 10 µM | 220,000 compounds, 0.38% hits; in the data active = fluorescence above about 47; also: inactives centre near 10
# An asterisk follows results filed as active; . = no result given.
SMILES,Rac1 act GTP bind,Mcl1-Noxa inh,Pf gamet viab,HRas wt GTP,Mcl1-Bid inh,Cdc42 wt,Mcl-1 Bim block,Rac1 wt modul,Rab7 wt modul,Rab2A wt mod,Avidin fluor
C=CCN1C(=O)C2C(C(=O)NCc3ccccc3)C3C=CC2(O3)C1C(=O)NC(C)(C)C (centres undefined),100,-1,8,101,-15,103,-1,103,99,100,22
CCOC(=O)C1CCN(C(=O)c2ccc(NS(=O)(=O)c3ccc(F)cc3C)cc2)CC1,97,9,2,97,-17,98,1,99,97,97,10
Cc1cccc(NC(=O)CSc2nc(C)nc3c2c(=O)n(C)c(=O)n3C)c1,96,19,.,100,-3,99,1,98,98,97,7
CC(C)C(C)(C#N)NC(=O)CSc1nnc(-c2ccccc2)o1 (centres undefined),98,11,.,101,-25,100,0,104,99,100,7
Cc1c(N=C2SCC(=O)N2/N=C/c2ccccc2)c(=O)n(-c2ccccc2)n1C,99,9,-7,100,-47,99,-3,100,101,97,15
OC(CN1C2=NCCN2c2ccccc21)c1ccc(Br)cc1 (centres undefined),93,31,9,95,3,97,-3,94,94,95,10
COc1ccc(-c2cc(C(F)(F)F)nc(N3CCN(c4ccc(F)cc4)CC3)n2)cc1OC,95,-3,.,96,-2,97,3,95,97,94,4
CC(C)(C)NC(=O)CCN(/N=C/c1ccc([N+](=O)[O-])o1)C1=NS(=O)(=O)c2ccccc21,59*,32,14,42*,-41,56*,27,50*,72*,45*,15
O=C(c1cccs1)N1CCCC(c2nc(-c3ccc(F)cc3)no2)C1 (centres undefined),99,14,.,104,-9,107,0,104,96,103,13
CCOC(=O)C1CCCCN1C(=O)CCc1c(C)nc2ncnn2c1C (centres undefined),100,-5,3,101,-9,102,-4,109,99,100,8
COC(=O)c1ccccc1NC(=O)c1ccc(COc2ccccc2)o1,98,4,.,98,8,98,-4,100,96,99,11
COc1ccc2[nH]c(=O)c(CNc3cccc(C)c3)cc2c1,99,51*,.,100,-8,99,-5,102,100,99,12
Clc1ccccc1-c1nc2nc3ccccc3nc2n1-c1ccc2c(c1)OCO2,100,7,2,103,4,99,-4,106,102,102,17
Nc1nnc(CCCCCc2nnc(N)s2)s1,96,-4,2,98,-29,99,-1,96,96,98,8
Cn1cccc1CC(=O)N/N=C/C=C/c1ccccc1,96,-12,.,96,-8,96,-2,100,96,97,11
COc1ccc(OC)c(C(C(=O)NCc2ccco2)N(C(=O)Cn2nnc3ccccc32)C(C)C)c1 (centres undefined),96,-7,11,99,-14,101,2,98,98,99,.
C(=N\n1cnnc1)/c1cccs1,97,1,.,96,-3,96,0,99,94,96,4
S=C(NCCN1CCOCC1)Nc1ccccc1Cl,101,2,19,100,-52,97,-13,102,97,102,7
CCCN(CC1CC1)c1nc(N)c(C#N)c(CC#N)c1C#N,97,13,-1,97,-5,95,0,97,97,96,14
O=C(Nc1nc2ccccc2s1)C1CC(=O)N(c2ccccc2)C1 (centres undefined),98,-9,.,98,-35,101,-1,99,94,100,11
c1ccc(CSCc2cn3ccccc3n2)cc1,96,12,13,96,-38,96,-1,99,105,99,22
Cc1ccc(S(=O)(=O)N2CCOCC2)cc1NC(=O)COC(=O)CNC(=O)c1ccc(Oc2ccccc2)cc1,100,-1,4,100,-9,99,-3,102,95,99,14
COC(=O)C1=COC(C)C2CN3CCc4c([nH]c5ccccc45)C3CC12 (centres undefined),98,9,.,98,-30,100,25,100,98,98,38
COc1ccc(C2(C)NC(=O)N(Cc3cc(Cl)cc4c3OCOC4)C2=O)cc1OC (centres undefined),97,5,-1,101,-41,97,-5,99,97,98,11
COc1cc(NC(=O)C/C(C)=N/NC(=O)Cc2ccccc2)c(OC)cc1Cl,97,1,.,94,-17,95,-2,96,97,97,16

# A different layout for 3 compounds above.
c1ccc(CSCc2cn3ccccc3n2)cc1
  Rac1 act GTP bind: 96
  Mcl1-Noxa inh: 12
  Pf gamet viab: 13
  HRas wt GTP: 96
  Mcl1-Bid inh: -38
  Cdc42 wt: 96
  Mcl-1 Bim block: -1
  Rac1 wt modul: 99
  Rab7 wt modul: 105
  Rab2A wt mod: 99
  Avidin fluor: 22
O=C(Nc1nc2ccccc2s1)C1CC(=O)N(c2ccccc2)C1 (centres undefined)
  Rac1 act GTP bind: 98
  Mcl1-Noxa inh: -9
  Pf gamet viab: .
  HRas wt GTP: 98
  Mcl1-Bid inh: -35
  Cdc42 wt: 101
  Mcl-1 Bim block: -1
  Rac1 wt modul: 99
  Rab7 wt modul: 94
  Rab2A wt mod: 100
  Avidin fluor: 11
S=C(NCCN1CCOCC1)Nc1ccccc1Cl
  Rac1 act GTP bind: 101
  Mcl1-Noxa inh: 2
  Pf gamet viab: 19
  HRas wt GTP: 100
  Mcl1-Bid inh: -52
  Cdc42 wt: 97
  Mcl-1 Bim block: -13
  Rac1 wt modul: 102
  Rab7 wt modul: 97
  Rab2A wt mod: 102
  Avidin fluor: 7

# Next section:
SMILES,Rac1 act GTP bind,Mcl1-Noxa inh,Pf gamet viab,HRas wt GTP,Mcl1-Bid inh,Cdc42 wt,Mcl-1 Bim block,Rac1 wt modul,Rab7 wt modul,Rab2A wt mod,Avidin fluor
CSCCC(C(=O)O)N1C(=O)c2ccc(C(=O)O)cc2C1=O (centres undefined),101,16,.,104,44,106,-2,106,101,100,26
COc1cccc(NC(=O)Cc2cccs2)c1,97,10,2,105,-18,101,1,105,107,101,23
O=C(Nc1cccc(NC(=O)C2CC3CCCC(C2)C3=O)n1)C1CC2CCCC(C1)C2=O (centres undefined),93,-15,-23,94,-3,95,3,94,96,93,8
Cn1c(C(=O)N2CCN(c3cccc(C(F)(F)F)c3)CC2)cc2sccc21,99,-5,.,101,-7,99,-2,104,98,101,21
O=C(c1cccs1)c1no[n+]([O-])c1C(=O)c1cccs1,89,26,.,96,8,92,11,94,94,93,9
Cc1cccc(C2Nc3ccccc3C(=O)N2c2ccccc2)n1 (centres undefined),101,1,7,103,-11,101,-1,108,103,101,35
CNC(=O)CS(=O)CC(=O)Nc1cc(OCCOC)c(Cl)cc1Cl (centres undefined),97,13,20,96,-14,95,5,98,97,97,3
CCc1nc2ccc(C(=O)NCc3ccccc3)cc2nc1CC,95,5,-28,95,-18,94,2,96,91,95,9
CCCNC(=S)NNC(=O)c1cccs1,103,10,.,102,-63,102,-5,107,103,98,7
COC(=O)c1ccc(CN(Cc2ccc(C(=O)OC)o2)C(C)(C)C)o1,102,19,.,103,-6,106,-1,112,106,104,8
COc1ccc(O[C@H]2C=C[C@@H](c3ccccc3)O[C@@H]2CO/N=C(\C)CCC(=O)OC[C@H]2O[C@H](c3ccccc3)C=C[C@@H]2Oc2ccc(OC)cc2)cc1,97,8,.,102,-14,103,-4,104,101,101,9
COc1ccc(NC(=O)C2CCN(S(=O)(=O)c3cccnc3)CC2)cc1Cl,98,5,.,100,5,102,-1,102,97,99,3
COc1coc(C(O)C[N+](=O)[O-])cc1=O (centres undefined),100,12,-7,101,-32,102,-21,105,101,100,3
O=C(OC1CCc2ccccc2C1=O)c1ccccc1O (centres undefined),98,6,3,102,54*,100,0,108,101,100,14
O=c1[nH]nc(Cc2ccc(-c3ccccc3Cl)o2)c2ccccc12,97,-21,-13,100,-54,100,0,101,99,99,8
Cc1cc(C)n2nc(-c3sccc3-n3cccc3)cc2n1,96,-3,-7,96,-62,97,-4,96,95,93,34
NS(=O)(=O)c1ccc(NC(=O)C(Sc2ccccc2)c2ccccc2)cc1 (centres undefined),100,3,11,98,3,99,6,101,95,94,8
COc1ccc(-n2c(-c3ccc(Cl)cc3)c[n+]3c2CCc2ccccc2-3)cc1,93,-4,17,95,-1,95,0,94,102,96,7
Cc1cc(C)c2[nH]c(=O)c(C(c3nnnn3Cc3ccc4c(c3)OCO4)N3CCCC3)cc2c1 (centres undefined),97,-17,-13,100,-10,99,1,99,96,98,13
Clc1ccc(Cn2ccc(C3CC3)n2)cc1,93,25,-25,95,-17,95,0,96,94,96,7
COc1ccc(OC)c(NC(=O)C2CC(=O)N(c3ccc(Br)cc3)C2)c1 (centres undefined),98,-6,.,100,-4,101,-2,104,100,100,12
Cc1ccc(C(=O)NCC(=O)O)o1,94,-8,2,96,-22,96,0,97,102,98,10
CCn1c(COc2ccccc2C(N)=O)nc2ccccc21,97,12,.,99,4,100,1,103,103,98,36
CSc1nc2nc3c(cc2c(=O)[nH]1)C(O)Oc1ccc(C)cc1-3 (centres undefined),91,10,.,96,-28,91,-2,95,96,93,11
CCOC(=O)N1CCN(CC(=O)c2ccc3c(c2)CCN3)CC1,95,-5,.,95,-91,95,3,97,96,95,8
O=C(/C=C/c1ccc(Cl)c([N+](=O)[O-])c1)Nc1ccc(N2CCCC2)c(Cl)c1,100,22,7,103,-13,97,-2,103,98,100,12
CC1=NN(c2ccccc2)C(=O)C1N=Nc1ccc(C)cc1 (centres undefined),94,-7,.,93,-13,94,0,95,93,94,8
COc1ccc(OCCCC(=O)NCc2ccco2)cc1,97,-10,.,98,-20,98,-2,94,97,97,15
COC(=O)c1ccc(C(=O)NC(=S)Nc2nc3c(s2)CC(C)CC3)cc1 (centres undefined),92,12,14,95,-43,95,-1,95,93,92,22

# Full records, quoted from the list. Order of screens: Rac1 act GTP bind | Mcl1-Noxa inh | Pf gamet viab | HRas wt GTP | Mcl1-Bid inh | Cdc42 wt | Mcl-1 Bim block | Rac1 wt modul | Rab7 wt modul | Rab2A wt mod | Avidin fluor
# Results for Nc1nnc(CCCCCc2nnc(N)s2)s1 → 96 | -4 | 2 | 98 | -29 | 99 | -1 | 96 | 96 | 98 | 8
# Results for O=c1[nH]nc(Cc2ccc(-c3ccccc3Cl)o2)c2ccccc12 → 97 | -21 | -13 | 100 | -54 | 100 | 0 | 101 | 99 | 99 | 8
# Results for CC(C)(C)NC(=O)CCN(/N=C/c1ccc([N+](=O)[O-])o1)C1=NS(=O)(=O)c2ccccc21 → 59* | 32 | 14 | 42* | -41 | 56* | 27 | 50* | 72* | 45* | 15
# Results for Cc1cc(C)c2[nH]c(=O)c(C(c3nnnn3Cc3ccc4c(c3)OCO4)N3CCCC3)cc2c1 (centres undefined) → 97 | -17 | -13 | 100 | -10 | 99 | 1 | 99 | 96 | 98 | 13
# Results for COC(=O)c1ccc(CN(Cc2ccc(C(=O)OC)o2)C(C)(C)C)o1 → 102 | 19 | . | 103 | -6 | 106 | -1 | 112 | 106 | 104 | 8
